Screening data (PubChem BioAssay)
Bim-Bcl-2 = inhibitors of Bim-Bcl-2 interaction, human; P10415; Bead-based flow cytometry, Bim peptide-Bcl-2 binding; inhibition, % at 10 µM; 190,000 tested, 0.06% active; in the data active = inhibition above about 40%; inconclusive = no clear call, values can overlap the other calls;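 also: 0% = no compound wells with probe peptide and 100% = reference peptide inhibitor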
Bim-Bcl-XL = inhibitors of Bim-Bcl-XL interaction, human. inhibition, % at 10 µM. Q07817. Bim peptide-Bcl-XL binding, bead flow cytometry, fluorescence. 190,000 tested, 0.04% active
Target sequence (Q07817 whole entry, looked up): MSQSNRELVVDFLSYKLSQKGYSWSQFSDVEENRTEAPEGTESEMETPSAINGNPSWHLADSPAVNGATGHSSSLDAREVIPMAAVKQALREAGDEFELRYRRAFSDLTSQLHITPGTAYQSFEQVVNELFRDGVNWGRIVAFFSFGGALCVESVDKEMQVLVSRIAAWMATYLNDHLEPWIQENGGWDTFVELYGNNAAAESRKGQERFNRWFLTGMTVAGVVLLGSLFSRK
Bcl-W Bim block = human Bim-Bcl-W interaction inhibition; bead-based flow cytometry, Bim peptide-Bcl-W binding; AID 952; inhibition, % at 10 µM; Q92843; 190,000 tested, 0.02% active;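 also: 0% = bound tracer without compound and 100% = peptide blocker; higher means less fluorescent Bim peptide bound to Bcl-W beads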
Target sequence (Q92843 whole entry, looked up): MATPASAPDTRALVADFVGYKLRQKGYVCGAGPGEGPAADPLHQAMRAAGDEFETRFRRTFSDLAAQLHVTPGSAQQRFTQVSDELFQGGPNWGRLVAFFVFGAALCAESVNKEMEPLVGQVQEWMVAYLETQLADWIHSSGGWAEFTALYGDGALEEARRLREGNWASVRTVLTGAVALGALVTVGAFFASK
Mcl1-Noxa inh = disrupts binding of human Mcl-1 to Noxa peptide; TR-FRET Mcl-1/Noxa peptide binding, 2 h; 220,000 tested, 1.5% active; inhibition, % at 21.7 µM; AID 1022;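 active = compounds that cut the protein-peptide binding signal by more than 50% relative to plate controls in a single-dose test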;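 also: His-tagged Mcl-1 with rhodamine Noxa BH3 peptide and terbium anti-His antibody; 0% = Mcl-1 plus Noxa peptide wells and 100% = peptide-only wells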
Target sequence (Q07820 whole entry, looked up): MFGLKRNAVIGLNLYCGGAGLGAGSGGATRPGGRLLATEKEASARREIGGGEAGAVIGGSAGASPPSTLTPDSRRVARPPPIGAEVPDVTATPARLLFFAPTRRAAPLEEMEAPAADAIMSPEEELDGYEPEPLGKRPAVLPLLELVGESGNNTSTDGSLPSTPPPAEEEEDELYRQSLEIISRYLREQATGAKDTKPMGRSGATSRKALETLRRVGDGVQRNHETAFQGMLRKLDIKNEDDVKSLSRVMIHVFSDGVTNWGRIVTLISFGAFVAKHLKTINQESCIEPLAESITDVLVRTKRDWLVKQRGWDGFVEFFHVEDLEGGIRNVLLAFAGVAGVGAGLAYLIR
Bim-Bcl-B = human Bim-Bcl-B interaction inhibition | Q9HD36 | bead-based flow cytometry, Bim peptide-Bcl-B binding | inhibition, % at 10 µM | 190,000 tested, 0.073% active | AID 951;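 also: 0% = tracer peptide without compound and 100% = reference inhibitor peptide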
Target sequence (Q9HD36 whole entry, looked up): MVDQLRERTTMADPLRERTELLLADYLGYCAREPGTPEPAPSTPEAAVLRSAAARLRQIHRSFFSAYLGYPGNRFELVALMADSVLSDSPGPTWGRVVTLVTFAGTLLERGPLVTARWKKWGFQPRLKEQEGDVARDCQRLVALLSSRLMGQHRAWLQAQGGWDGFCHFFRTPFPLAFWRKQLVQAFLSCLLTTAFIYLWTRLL
Bim-Bfl-1 = inhibitors of Bim-Bfl-1 interaction, human | Bead-based flow cytometry, Bim-Bfl-1 binding inhibition | inhibition, % at 10 µM | 190,000 tested, 0.12% active | AID 1008;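 also: 0% = wells without compound plus tracer and 100% = blocker peptide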
RGS4-Gao reg = modulates binding of RGS4 to human Galphao. P09471. Multiplexed bead flow cytometry; actives lie on both sides. binding response (% of control), % at 10 µM. 220,000 tested, 0.33% active. AID 1415; in the data active = binding response below about 49% or above about 150%; inactive = in between;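 also: fluorescent Galphao activated with aluminum fluoride binding bead-coupled RGS4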
Mcl1-Bid inh = disrupts binding of human Mcl-1 to Bid peptide. TR-FRET Mcl-1/Bid-Dy647 peptide binding, 1536-well. inhibition, % at 21.7 µM. 220,000 tested, 0.97% active;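 active = compounds that cut the binding signal by more than half at the single screening dose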;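 also: His-tagged Mcl-1 with europium anti-His antibody binding Bid BH3 peptide; 0% = Mcl-1 plus peptide wells and 100% = peptide-only wells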
RGS8-Gao reg = regulators of human RGS8-Galphao interaction; P09471; multiplexed bead flow cytometry, RGS8-Galphao binding; actives lie on both sides; response (percent of control binding), % at 10 µM; 220,000 tested, 0.34% active; in the data active = response below about 60% or above about 140%; inactive = in between;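 also: Galphao activated as the GDP aluminium fluoride complex binding bead-coupled RGS8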
RGS7-Gao reg = human RGS7-Galphao interaction regulation. Multiplexed bead flow cytometry, RGS7-Galphao binding; actives lie on both sides. binding response (% of control), % at 10 µM. 220,000 tested, 0.35% active. AID 1439; in the data active = binding response below about 49% or above about 150%; inconclusive = no clear call, values can overlap the other calls; inactive = in between;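 also: fluorescent Galphao held in activated GDP-AlF4 state binding bead-coupled RGS7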
Mcl-1 Bim block = inhibitors of Bim-Mcl-1 interaction, human. Q07820. Bead-based flow cytometry, Bim peptide-Mcl-1 binding. inhibition, % at 10 µM. 190,000 tested, 0.1% active;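 also: 0% = no compound tracer wells and 100% = peptide blocker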
The depositor's hits bear a star; u = inconclusive; x = no result given. Rule as the data show it, unless noted: active = inhibition above about 40%.

Bcl-W Bim block,RGS7-Gao reg,Bim-Bfl-1,Bim-Bcl-XL,RGS4-Gao reg,RGS8-Gao reg,Bim-Bcl-B,Mcl-1 Bim block,Bim-Bcl-2,Mcl1-Noxa inh,Mcl1-Bid inh,molecule
1,98,-4,-1,99,102,-3,-2,-2,8,-23,CCOC(=O)N1CCN(C(=O)CSCc2ccc(Br)cc2)CC1
-3,98,-6,-2,99,98,-5,-2,-9,-11,-23,CN1CCc2c(n(CC(O)CN3C(=O)c4ccccc4S3(=O)=O)c3ccccc23)C1=O (configuration not stated)
x,104,x,x,107,100,x,x,u,2,-23,CS(=O)(=O)N1CCC(C(=O)O)CC1
11,87,-7,15,93,96,3,5,0,12,-17,COc1ccc(S(=O)(=O)n2nc(OC(C)=O)cc2N(C(C)=O)C(C)=O)cc1
x,u,x,x,103,104,x,x,x,3,2,NS(=O)(=O)c1ccc(Sc2ccccn2)c([N+](=O)[O-])c1
x,u,x,x,102,104,x,x,x,-7,-18,Nc1cc(-c2ccc(OC(F)(F)F)cc2)nn1-c1ccc(Cl)c(Cl)c1
-1,u,-6,-1,101,103,-3,0,-2,15,-1,O=C(CSCc1ccc(Br)cc1)NC1CC1
0,98,1,0,97,93,1,-2,-2,-19,14,O=C(CCc1ccc(S(=O)(=O)N2CCOCC2)cc1)N1CCc2ccccc2C1
-4,95,1,0,98,98,-3,-1,-4,4,-5,O=C1C(C=NCCCN2CCCC2=O)=C(O)c2ccccc21
-5,108,12,-5,98,91,-38,-9,-5,44,30,CC(=O)Nc1nc(=S)ss1
0,u,6,0,102,101,6,0,0,-3,-4,O=C(c1nnc(-c2ccccc2)o1)C1CC1
0,101,-1,-2,100,100,-1,-1,-2,46,14,CCOc1cc(CNCc2ccncc2)cc(Br)c1OCc1ccccc1F
0,97,-15,-5,100,101,-9,-3,-13,11,-20,COc1ccccc1N1CCN(C(=O)CSc2nc(-c3ccccc3)cc(=O)[nH]2)CC1
x,u,x,x,106,105,x,x,x,-6,-43,Cc1ccccc1NC(=O)C1CC(=O)n2ncnc2N1 (configuration not stated)
-5,96,-7,-4,93,102,-5,0,-6,-14,-12,C=CCNC(=O)COC(=O)c1ccc(C)c(NC(=O)c2ccco2)c1
-2,104,-6,-10,101,102,-14,-6,-7,x,-27,CC(C)CNS(=O)(=O)c1ccc(CCC(=O)NCC2CCCO2)cc1 (configuration not stated)
-1,105,-1,1,105,100,-5,0,-2,-1,-6,Cc1sc(NC(=O)c2ccco2)nc1-c1ccc2c(c1)CC(C)N2C(=O)C1CC1 (configuration not stated)
-1,u,-5,-5,102,100,-3,0,-6,16,-39,Cc1cc(=O)[nH]c(N/N=C/c2ccc([N+](=O)[O-])cc2)n1
10,95,0,-1,98,95,0,13,2,-2,6,c1ccc2c(c1)nc1n2CN(Cc2ccc3c(c2)OCO3)CN1
-2,99,-3,-3,102,101,0,-1,-2,26,-24,COCC(C)N1C(=O)Cc2c1nc(N)c1c(N)nc(N3CCN(c4ccccc4F)CC3)c(C#N)c21 (configuration not stated)
-1,105,1,-1,103,102,0,0,5,-3,-10,CC(C)(C)NC(=O)C(=O)NCCC1=CCCCC1
0,102,-1,1,100,106,-1,-1,-3,26,-16,CC1=CC(C)(C)N=C(Nc2ccc(C)cc2)S1
x,u,x,x,102,101,x,x,x,35,21,CCN1CCCC1CNCc1ccc(OCc2ccc(Cl)nc2)c(OC)c1 (configuration not stated)
3,101,-6,-4,100,100,-2,-1,-5,3,-28,CCOc1cc(NS(=O)(=O)c2ccccc2)c(OCC)cc1NC(=O)c1ccco1
-1,u,-5,-2,100,102,-2,0,0,-13,-24,Clc1ccc2nc(CSc3ncn[nH]3)cn2c1
x,u,x,x,99,102,x,x,x,9,2,O=C1CSC(=Nc2cccc(Cl)c2Cl)N1Cc1cccnc1
-2,101,-2,-3,101,101,-5,-5,-4,5,-32,O=C(COc1cccc2ccccc12)NNC(=O)c1cccs1
-1,100,-2,-4,100,100,-4,-2,-3,40,21,O=C(Cc1ccc(Cl)cc1)Nc1cccc(S(=O)(=O)Nc2ccccc2F)c1
0,113,-2,-2,118,105,-1,-1,0,4,0,CN1CCN(C(=O)c2cc(Cl)ccc2Cl)CC1
0,90,0,0,96,103,0,1,1,5,-3,CCC1CCCCN1C(=O)CCCOc1ccccc1 (configuration not stated)
-3,93,-3,-1,87,81,-2,0,0,-3,-9,O=C(CCS(=O)(=O)c1cccc2nsnc12)NCc1ccccc1
-5,100,-12,-6,98,102,-11,-6,-7,9,4,O=S(=O)(Nc1cccc2c1CCCC2)c1cccc(C(F)(F)F)c1
-1,100,0,6,99,101,3,0,1,13,-101,CCOc1ccccc1NC(=O)C1=C(C)NC(=S)NC1c1cccs1 (configuration not stated)
4,102,-1,0,101,100,-2,0,0,10,-12,O=C(c1ccco1)N1CCN(C(=O)c2cc3cc([N+](=O)[O-])ccc3oc2=O)CC1
2,94,-3,-1,99,101,-1,-1,-4,-4,-5,COC(=O)c1cc(C(=O)Cc2ccccc2)c[nH]1
2,101,-8,-2,102,101,-9,-1,-8,1,-16,CCCCC(=O)Nc1nn(C)c2nc3c(C)cccc3cc12
0,100,-4,-4,97,99,-1,-2,-5,14,-14,O=C(C1CCN(C2CCN(CC3CC=CCC3)CC2)CC1)N1CCOCC1 (configuration not stated)
0,98,0,0,98,98,1,1,-2,4,-35,CSC1=N/C(=C\c2ccccc2)C(=O)N1C
2,95,-12,-10,95,99,-11,-10,-8,0,-22,Cc1ccc(-n2c(=O)[nH]c3c(C(N)=O)nc(CC(C)C)nc32)cc1
0,98,-11,-4,100,98,-2,0,-10,-1,-1,Nc1cc(-c2ccccc2)nn1S(=O)(=O)c1ccc(Br)cc1
-1,100,-2,0,103,105,1,0,0,-22,-84,Cc1ccc(NC(=O)CSc2ncnc3ccccc23)cc1S(=O)(=O)N1CCCCC1
0,98,-3,3,98,98,-1,0,0,-17,-4,C/C(=N/OC(=O)C1CC12CCC2)c1ccc(Br)cc1 (configuration not stated)
-2,98,-2,0,99,101,-2,-4,-2,8,26,c1ccc(Cn2c(SCCN3CCOCC3)nnc2-c2cccnc2)cc1
-4,97,-13,-4,98,100,-9,-3,-7,16,-22,CN(C)c1ccc(/C=N/N=C/c2ccccc2O)cc1
3,108,0,11,102,102,-29,7,7,81*,33,O=C(Nc1ccc2nc3ccccc3nc2c1)c1ccccc1
-2,108,0,-5,104,101,-22,0,-4,10,-40,COc1ccccc1-n1c(CNC(=O)c2cccs2)n[nH]c1=S
0,99,0,-3,100,100,-1,0,0,8,-24,CCOC(=O)CC(=O)CSc1nc2c(cc1C#N)CCC2
3,92,-2,0,91,98,2,2,3,38,-57,Cc1ccc(C(=O)OCC(=O)NCc2ccco2)s1
-6,99,-6,-10,99,99,-11,-8,0,2,-5,C=CCn1c(SCc2c(C)noc2C)nc2sc3c(c2c1=O)CCCC3
0,99,-13,-4,102,100,-7,0,-7,-5,-24,COC(=O)c1nc(C(=O)OC)c(C(=O)OC)nc1C(=O)OC

Further results follow:
Bcl-W Bim block,RGS7-Gao reg,Bim-Bfl-1,Bim-Bcl-XL,RGS4-Gao reg,RGS8-Gao reg,Bim-Bcl-B,Mcl-1 Bim block,Bim-Bcl-2,Mcl1-Noxa inh,Mcl1-Bid inh,molecule
-3,100,-19,-13,99,100,-7,-2,-11,0,-5,c1ccc(-n2nnnc2Oc2ccc(-n3ccnc3)cc2)cc1
3,102,-6,-1,102,101,-5,0,-8,27,-36,Oc1[nH]c2ccccc2c1C=Nc1ccc2c(c1)OCO2
-1,95,-1,-6,92,95,-5,-3,-1,9,-22,C/C(=N\NC(=O)c1ccc(Cl)cc1)c1cccc(NC(=O)c2cccnc2)c1
3,97,-13,-1,90,99,-2,1,-1,104*,63*,O=C1Nc2ccccc2SC(c2ccccc2)C1O (configuration not stated)
4,94,0,-3,96,102,1,3,5,15,7,O=C(Nc1c(Cl)cc(Cl)cc1C(=O)NCCN1CCOCC1)c1ccc(Cl)cc1Cl
-2,91,-3,-2,94,95,-4,-5,-6,-17,-24,C=CCn1c(SCC(=O)N2CC(=O)Nc3ccccc32)nc2scc(-c3ccccc3)c2c1=O
-6,98,-2,-8,100,99,0,-3,-1,0,-7,O=S1(=O)c2cccc3cccc(c23)N1Cc1ccc(-c2nnco2)cc1
x,u,x,x,92,96,x,x,x,1,-71,CCOC(=O)Cc1csc(N/N=C/c2ccc(Cl)cc2)n1
1,100,-12,-7,101,98,-43,-172,-19,14,3,CC1CCC(C(=O)c2c(O)c3ccccc3oc2=O)CC1 (configuration not stated)
5,104,-7,2,105,103,-14,3,-4,8,18,CCn1c2ccccc2c2nc3ccccc3nc21
2,103,-4,1,101,102,1,1,-3,11,-40,O=C(CC1C(=O)NCCN1Cc1ccoc1)NCCc1ccc(Cl)cc1 (configuration not stated)
-2,102,-7,-2,103,100,-8,-4,-8,11,0,COC(=O)c1ccccc1NC(=O)CSc1nnc(Cc2ccc(Cl)cc2)o1
-1,99,-14,-10,99,99,-6,-1,-6,9,18,COc1cccc(N(CC(=O)O)S(=O)(=O)c2ccccc2)c1
2,100,-10,0,98,100,-3,3,-2,-18,-53,CC1CCCCC1NC(=O)CN1C(=O)NC(Cc2ccccc2)(Cc2ccccc2)C1=O (configuration not stated)
x,u,x,x,99,97,x,x,x,-1,-27,CC1(C)Cc2cccc(C(=O)NCc3ccco3)c2O1
-3,94,7,-4,96,96,-20,-5,0,12,-12,Cc1cccnc1NC(=S)Nc1ccc(F)cc1F
0,96,0,3,94,85,0,0,-1,16,9,CCn1c(SCC(=O)NC2CCS(=O)(=O)C2)nnc1-c1ccccc1 (configuration not stated)
0,u,5,0,105,102,5,2,4,12,7,COCC(=O)OCC(=O)Nc1ccc(Cl)cc1[N+](=O)[O-]
-5,97,-7,-6,96,102,-3,-2,-7,4,3,Cc1occc1C(=O)N1CCN(Cc2ccccc2)CC1
-5,101,-4,-9,100,102,-7,-2,-5,18,-2,CC(=C/c1ccco1)/C=N/NC(=O)CSc1nnc(SCc2ccc(C)cc2)s1
-1,95,-2,-2,93,99,-7,-4,-5,13,-52,C/C(=N\NC(=S)NCc1ccccc1)c1ccc2ccccc2c1
x,u,x,x,99,100,x,x,x,-16,-42,C/C=C\C(=O)Nc1cccc(C2=NOC3(C2)C[C@@H](C(N)=O)N(C(=O)c2ccc(Cl)cc2)C3)c1 (some centres not stated)

Part of the list above, with values under each structure:
Values in the order: Bcl-W Bim block	RGS7-Gao reg	Bim-Bfl-1	Bim-Bcl-XL	RGS4-Gao reg	RGS8-Gao reg	Bim-Bcl-B	Mcl-1 Bim block	Bim-Bcl-2	Mcl1-Noxa inh	Mcl1-Bid inh
COCC(=O)OCC(=O)Nc1ccc(Cl)cc1[N+](=O)[O-]
    0	u	5	0	105	102	5	2	4	12	7
CC(=C/c1ccco1)/C=N/NC(=O)CSc1nnc(SCc2ccc(C)cc2)s1
    -5	101	-4	-9	100	102	-7	-2	-5	18	-2
COc1cccc(N(CC(=O)O)S(=O)(=O)c2ccccc2)c1
    -1	99	-14	-10	99	99	-6	-1	-6	9	18
C/C(=N\NC(=S)NCc1ccccc1)c1ccc2ccccc2c1
    -1	95	-2	-2	93	99	-7	-4	-5	13	-52
